High-throughput results as filed in PubChem.
TRb SRC2 PPI – qHTS for Inhibitors of the Interaction of Thyroid Hormone Receptor and Steroid Receptor Coregulator 2; Thyroid hormone receptor beta (Homo sapiens), P10828; TRbeta-SRC2 peptide binding, fluorescence polarization; receptor liganded with 1 µM T3; Potency, µM (highest dose often 106 µM), without a hit: at the highest dose activity change, negative = inhibition, most hits filed as inhibitors; 280,000 compounds, 0.065% hits;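 further: plate controls were bound peptide for no effect and peptide without receptor for full effect; nearly all actives have a fitted effect of over 50% in size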
Target sequence (P10828 whole entry, looked up): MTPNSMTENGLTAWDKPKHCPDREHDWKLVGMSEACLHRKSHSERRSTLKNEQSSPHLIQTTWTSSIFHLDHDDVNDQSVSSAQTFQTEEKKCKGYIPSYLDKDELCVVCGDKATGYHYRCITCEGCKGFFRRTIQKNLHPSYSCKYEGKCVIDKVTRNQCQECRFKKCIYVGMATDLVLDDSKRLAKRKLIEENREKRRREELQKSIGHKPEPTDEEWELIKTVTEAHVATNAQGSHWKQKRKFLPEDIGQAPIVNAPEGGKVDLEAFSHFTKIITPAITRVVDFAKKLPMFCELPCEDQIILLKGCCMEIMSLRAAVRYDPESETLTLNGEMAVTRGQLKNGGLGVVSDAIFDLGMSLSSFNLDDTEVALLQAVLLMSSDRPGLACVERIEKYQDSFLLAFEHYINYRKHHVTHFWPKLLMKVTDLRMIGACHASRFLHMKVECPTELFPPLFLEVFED
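Read-out is fluorescence polarization (555 nm excitation, 632 nm emission) of a Texas Red SRC2 coactivator peptide; loss of signal reflects blocked binding to human TRb ligand-binding domain in the presence of 1 uM T3.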
RECQ1 inh – qHTS Assay for Inhibitors of RecQ-Like Dna Helicase 1 (RECQ1) | ATP-dependent DNA helicase Q1 (Homo sapiens), P46063 | RECQ1 DNA unwinding, red fluorescence kinetic read | Potency, µM (highest dose often 57.3 µM), inactives show top-dose activity, negative = inhibition, most hits filed as inhibitors | 240,000 compounds, 0.54% hits | AID 2549, 2010;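 further: plate controls were vehicle for no effect and no enzyme for full effect; nearly all actives have a fitted effect of over 30% in size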
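RECQ1T1 50 nM; forked duplex (20 bp + 30-nt ss tails) 200 nM, ATP 2 mM final; pH 8.0, 2 mM MgCl2, 2.5 ug/ml poly(dI-dC); 15 min compound preincubation; discontinuous kinetic read over 2 h at RT.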
RGS12 GoLoco inh – qHTS Assay for Inhibitors of RGS12 GoLoco Motif Activity (Red Fluorophore); Potency, µM (top dose mostly 61.6 µM), for inactives: at the highest dose activity, negative = inhibition, most hits filed as inhibitors; 230,000 compounds, 0.44% hits; Gai1:RGS12 GoLoco peptide FP, rhodamine, 10 min; AID 880, 2007; active means well fitted inhibition curve with a large enough effect, not every such curve was filed as active; inactive means no such curve, though single readings can be large or run the other way; further: nearly all actives have a fitted effect of over 30% in size; many of its hits are not listed in these tables
L3MBTL1 inh – qHTS Assay for the Inhibitors of L3MBTL1 | Lethal(3)malignant brain tumor-like protein 1 (Homo sapiens), Q9Y468 | AlphaScreen L3MBTL1–H3K9me1 peptide binding | Potency, µM (top dose mostly 57.1 µM), for inactives: at the highest dose activity, negative = inhibition, hits mostly inhibitors | 230,000 compounds, 0.66% hits; further: nearly all actives have a fitted effect of over 60% in size
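Displacement of a biotinylated histone H3(1-15) peptide monomethylated at Lys9 (75 nM) from L3MBTL1 (50 nM) was measured by AlphaScreen after a 30 min room-temperature compound incubation; cefsulodin titration served as intraplate control.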
TR SRC2 fluor cs – Total Fluorescence Counterscreen for Inhibitors of the Interaction of Thyroid Hormone Receptor and Steroid Receptor Coregulator 2 | TRb/SRC2 Texas Red total fluorescence interference | Potency, µM (titrated, usually from 106 µM), for the others: at the top dose fluorescence change, negative = quenching | 280,000 compounds, 0.29% hits; active means well fitted curve in either direction with a large enough effect; inconclusive means small, poorly fitted or top-dose-only effect
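Human TRβ ligand-binding domain (0.6 uM) and Texas Red SRC2 peptide (20 nM) in Tris buffer with 1 uM T3 and 5% DMSO were incubated with pinned compound for 5 hr at ambient temperature. Total fluorescence was computed as S + 2P (555/632 nm).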
Tau ThT inhib – qHTS for Inhibitors of Tau Fibril Formation, Thioflavin T Binding. Microtubule-associated protein tau (Homo sapiens), P10636. recombinant tau K18 P301L (four-repeat tau fragment), heparin-induced fibrillization, ThT fluorescence. Potency, µM (highest dose often 57.4 µM), inactives show at the highest dose activity, negative = inhibition, hits mostly inhibitors. 270,000 compounds, 2.1% hits. AID 1460, 2008; further: nearly all actives have a fitted effect of over 55% in size
Target sequence (P10636 561-689 P618L limits assumed): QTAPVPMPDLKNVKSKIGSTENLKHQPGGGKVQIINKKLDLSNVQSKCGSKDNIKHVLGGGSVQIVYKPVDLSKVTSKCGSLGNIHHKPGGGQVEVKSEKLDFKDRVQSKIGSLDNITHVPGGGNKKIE
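In this qHTS, human K18 P301L tau is incubated with compound and heparin for 6 hr at 37 C, and Thioflavin T fluorescence then reports fibril load.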
KDM4E inh – qHTS Assay for Inhibitors of Human Jumonji Domain Containing 2E (JMJD2E); Lysine-specific demethylase 4E (Homo sapiens), B2RXH2; AID 2147, 2009; JMJD2E catalytic domain, FDH-coupled NADH fluorescence (FDH is formaldehyde dehydrogenase); 230,000 compounds, 1.6% hits; Potency, µM (highest dose often 57.1 µM), for the others: top-dose activity change, negative = inhibition, hits mostly inhibitors; active means well fitted inhibition curve with a large enough effect, not every such curve was filed as active; inconclusive means small, poorly fitted or top-dose-only effect, or another doubt; inactive means no such curve, though single readings can be large or run the other way;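 further: 0% = wells with enzyme and -100% = buffer wells without enzyme; nearly all actives have a fitted effect of over 50% in size; many of its hits are not listed in these tables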
Target sequence (B2RXH2 1-337 limits assumed): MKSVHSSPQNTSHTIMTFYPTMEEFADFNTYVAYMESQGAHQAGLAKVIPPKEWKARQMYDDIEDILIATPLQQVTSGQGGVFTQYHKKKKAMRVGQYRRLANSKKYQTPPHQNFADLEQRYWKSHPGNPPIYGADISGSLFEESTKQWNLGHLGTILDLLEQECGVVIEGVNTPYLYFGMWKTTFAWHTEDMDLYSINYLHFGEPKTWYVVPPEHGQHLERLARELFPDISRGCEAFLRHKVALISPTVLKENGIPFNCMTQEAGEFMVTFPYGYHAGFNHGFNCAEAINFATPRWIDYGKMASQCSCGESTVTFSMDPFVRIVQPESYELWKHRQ
Tau FP inhib – qHTS for Inhibitors of Tau Fibril Formation, Fluorescence Polarization; AID 1468, 2008; K18 P301L tau heparin fibrillization, Alexa594 FP, 6 h; Potency, µM (doses to about 57.7 µM), for the others: at the top dose activity, negative = inhibition, most hits filed as inhibitors; 280,000 compounds, 0.39% hits; Microtubule-associated protein tau (Homo sapiens), P10636; further: nearly all actives have a fitted effect of over 55% in size
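Human tau K18 […] P301L fragment, 15 uM unlabeled plus 0.24 uM Alexa 594-labeled tau (final), with compound and 20 uM heparin in 100 mM sodium acetate pH 7; 6 hr at 37 C, then Alexa 594 FP read.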
The depositor's hits bear a star; i = inactive; ? = inconclusive; / = no result given; & = joins results of further samples; [ ] = remark or other dose. Unless noted, the call rests on the fitted dose curve; in most records, active means well fitted curve in the direction sought with a large enough effect; inconclusive means small, poorly fitted or top-dose-only effect, or another doubt; inactive means no such curve, though single readings can be large; an effect the other way counts as inactive or inconclusive. Unless noted, on the % scale 0 is the no-effect control and ±100 the full control effect; potency means the concentration at half of the fitted maximal effect. Only part of the results is shown; count on the stated rates, not on these rows.

SMILES	TRb SRC2 PPI	RECQ1 inh	RGS12 GoLoco inh	L3MBTL1 inh	TR SRC2 fluor cs	Tau ThT inhib	KDM4E inh	Tau FP inhib
C=CCNC(=O)Nc1ccc2nc(C)sc2c1	-3%	-7%	6%	2%	-8%	-17%	-28%	11%
COc1ccc(C)cc1-n1cnc2cc(C(=O)NC3CCCCCC3)ccc21	-6%	/	/	/	-2%	?	/	-12%
O=c1[nH]c2ccc(NC(=S)Nc3ccc(F)cc3)cc2[nH]1	1%	-5%	7%	9%	5%	?	0%	-1%
COc1ccc2oc(=O)c(C(=O)NCc3ccccn3)cc2c1	10%	3%	8%	-26%	1%	7%	2%	-4%
COc1ccc2nc(SCC(=O)/C(C#N)=C(\C)N)[nH]c2c1	-2%	i	/	1%	3%	-7%	4%	-8%
O=C(Nc1ccc(Cl)cc1)c1ccc(Br)cc1F	0%	5%	9%	2%	-4%	-14%	4%	-8%
CS(=O)(=O)N(CC(=O)NCC1CCCO1)Cc1ccc(Cl)cc1 (centres undefined)	-5%	-1%	-7%	0%	2%	-10%	1%	4%
CN(C)CCOC(c1ccc(Cl)cc1)c1ccccn1 (centres undefined)	4%&5%&-1%	-2%	6%&6%&-12%	6%	0%&-1%&-2%	1%&3%	-7%&4%	6%&-2%
Cc1ccc(C)c(N(CC(=O)NCCSCc2ccco2)S(C)(=O)=O)c1	-13%	-18%	9%	-23%	-5%	?	-18%	?
COc1cc(C=C2C(=O)OC(C)(C)OC2=O)ccc1OCC(=O)Nc1ccccc1	-9%	i	4%	1%	-1%	1%	-10%	1%
Cc1ccc(NC(=O)c2cc3c(=O)n(Cc4cccnc4)ccc3nc2C)cc1F	2%	/	/	/	-6%	10%	/	-9%
COc1ccc(-c2[nH]ncc2/C=N\NS(=O)(=O)c2ccc(Cl)cc2)cc1	3%	i	-6%	1%	-3%	-12%	11%	-1%
COc1cc(C=O)ccc1OCC(=O)N1CCOCC1	-5%	2%	2%	/	-6%	-9%	-1%	1%
Cc1c(N(C)C(=O)c2ccccc2F)c(=O)n(-c2ccccc2)n1C	-6%	-3%	3%	7%	0%	2%	4%	2%
O=C(CCCOc1ccccc1)Nc1nncs1	2%	-7%	5%	1%	-1%	7%	9%	7%
CCN(CC)CCCNC(=O)Cn1nc(-c2ccccc2)ccc1=O	-4%	-8%	6%	6%	2%	-1%	-14%	5%
O/N=C/c1cn(-c2ccc(Cl)cc2)nn1	-3%	i	10%	-10%	-3%	1%	-7%	-1%
CCN(CC)CCSc1nnc2c3cc(F)ccc3n(C)c2n1	0%	/	/	/	?	-12%	/	-6%
CS(=O)(=O)N(CC(=O)Nc1ccccc1C(=O)NCc1ccccc1)c1ccc2c(c1)OCCO2	0%	-10%	8%	/	-5%	-3%	?	-3%
CN(C)S(=O)(=O)N1CCC(CO)(Cc2cccc(C(F)(F)F)c2)CC1	-3%	i	6%	2%	-1%	-3%	-4%	0%
O=C(CCn1nc(-c2ccccc2)c2ccccc2c1=O)Nc1cccnc1	3%[53 µM]	15%	5%	?	0%[53 µM]	-5%	4%	-3%
COc1cc(OC)c(NC(=O)c2oc3ccc4c(c3c2C)C(=O)CC(C)(C)O4)cc1Cl	1%	/	/	/	-1%	-4%	/	0%
Cc1c(Cl)cccc1NC(=O)CCCn1nc([N+](=O)[O-])cc1C	-1%	-6%	7%	-14%	-1%	-2%	-1%	-7%
Brc1ccc(/C=N/Nc2ccc3ccccc3n2)cc1	-16%	i	-15%	-1%	-1%	?	?	-7%
CCOC(=O)C1CCN(S(=O)(=O)c2nc3nc(C)cc(C)n3n2)CC1	2%	i	15%	/	1%	2%	3%	1%
CC(C)n1c(SCC(=O)c2ccc(F)cc2)nc2c(sc3ccccc32)c1=O	4%	/	/	/	-4%	-1%	/	-6%
CCn1c(CNC(=O)c2cccs2)nnc1SCC(=O)Nc1cc(Cl)ccc1C	-10%	i	14%	4%	2%	12%	3%	-7%
CCOc1ccccc1NC(=O)Cn1c(=O)n(-c2ccc(C)c(C)c2)c(=O)c2c(C)c(C(=O)N(C)C)sc21	-4%	/	/	/	6%	0%	/	4%
CC1=C(C(=O)OC(C)C)C(c2coc3ccccc3c2=O)C2=C(CCCC2=O)N1 (centres undefined)	4%	-6%	5%	/	0%	-13%	-5%	-2%
CCCn1c(C(Cc2ccccc2)NC(=O)COC)nc2ccccc21 (centres undefined)	-4%	i	6%	0%	2%	-10%	3%	0%
CCCn1c(N/N=C(C)\C=C\c2ccccc2)nc2c1c(=O)[nH]c(=O)n2C	7%	-1%	4%	-2%	-1%	?	-3%	-2%
CSc1nc2ncnc(N)c2[nH]1	-1%	0%	8%	/	-2%	/	-25%	6%
CCN(CC)C(=O)c1ccccc1NC(=O)CN1C(=O)c2ccccc2C1=O	8%	i	9%	-8%	-3%	-2%	-4%	?
C=CCn1c(COc2cc(C)ccc2C(C)C)nnc1SCC(=O)c1c(N)n(C)c(=O)n(C)c1=O	4%	-6%	-1%	4%	0%	-3%	0%	-2%
COc1ccc(NC(=O)CSc2nc(O)c(C/C=C/c3ccccc3)c(=O)[nH]2)cc1	5%	/	/	/	-3%	?	/	-11%
COc1ccccc1N1CCN(CCCNC(=O)c2cnn(-c3ccc(C)c(C)c3)c2C2CCN(C(=O)OC(C)(C)C)CC2)CC1	3%	/	/	/	1%	-14%	/	2%
O=C(O)C(Cc1cc(Cl)ccc1Cl)Sc1nc2ccccc2[nH]1 (centres undefined)	-4%	0%	6%	5%	-3%	-11%	1%	-8%
CCCCCC(=O)NNC(=O)Nc1ccccc1	-3%	-11%	2%	4%	-4%	-1%	8%	-3%
CC(NC(=O)CSc1n[nH]c(=O)n1C1CC1)C12CC3CC(CC(C3)C1)C2 (centres undefined)	-4%	i	4%	/	0%	4%	8%	-8%
COc1ccc2nc(NNC(=O)COc3ccccc3)sc2c1	1%	i	7%	5%	-2%	?	?	0%
O=S(=O)(NC1CC1)c1ccc(S(=O)(=O)N(Cc2ccccn2)C2CC2)cc1	2%	-5%	-6%	/	0%	/	1%	0%
CCOc1cc(/C=N/N=C(/N)c2nonc2N)cc(Br)c1OCc1ccc(Cl)cc1	0%	-6%	0%	/	-3%	-18%	-2%	?
COc1ccc(Cc2nnc(Nc3c(C)cccc3C)o2)cc1OC	3%	7%	-4%	/	0%	/	9%	-2%
COCCNC(=O)C(c1cccs1)N(C(=O)Cn1nnc2ccccc21)c1cccc(C)c1 (centres undefined)	-16%	i	3%	0%	2%	-1%	8%	-3%
O=C(N/N=C/c1cccs1)c1cccc2cc[nH]c12	-8%	4%	17%	-22%	0%	?	-3%	-3%

Taken from the entries so far for reference:
SMILES	TRb SRC2 PPI	RECQ1 inh	RGS12 GoLoco inh	L3MBTL1 inh	TR SRC2 fluor cs	Tau ThT inhib	KDM4E inh	Tau FP inhib
CCOc1cc(/C=N/N=C(/N)c2nonc2N)cc(Br)c1OCc1ccc(Cl)cc1	0%	-6%	0%	/	-3%	-18%	-2%	?
COc1ccc(Cc2nnc(Nc3c(C)cccc3C)o2)cc1OC	3%	7%	-4%	/	0%	/	9%	-2%
COCCNC(=O)C(c1cccs1)N(C(=O)Cn1nnc2ccccc21)c1cccc(C)c1 (centres undefined)	-16%	i	3%	0%	2%	-1%	8%	-3%
O=C(N/N=C/c1cccs1)c1cccc2cc[nH]c12	-8%	4%	17%	-22%	0%	?	-3%	-3%

Later entries:
SMILES	TRb SRC2 PPI	RECQ1 inh	RGS12 GoLoco inh	L3MBTL1 inh	TR SRC2 fluor cs	Tau ThT inhib	KDM4E inh	Tau FP inhib
Cc1ccnc(NC(=O)CN2C(=O)c3ccccc3C2=O)c1	2%	-1%	6%	/	-1%	3%	-5%	8%
CCC1Sc2ccccc2N(CC(=O)NC2CC2)C1=O (centres undefined)	-6%	-6%	-7%	/	0%	-4%	4%	-1%
CCCCN1C(=O)C(O)(CC(=O)c2ccco2)c2cc(Br)ccc21 (centres undefined)	4%	-3%	6%	8%	0%	-12%	3%	3%
CC(c1ccccc1)N1C(=O)c2ccccc2C1O (centres undefined)	-4%	0%	-7%	/	1%	-13%	-1%	1%
CCc1nnc(NC(=O)CSc2nc3c([nH]c4ccccc43)c(=O)n2-c2cc(C)cc(C)c2)s1	9%	/	/	/	-2%	-9%	/	-11%
C=CC[n+]1c(-c2ccc(Cl)cc2Cl)csc1Nc1ccc(NC(C)=O)cc1	5%	-14%	6%	-19%	0%	?	10%	?
CC(C)c1cc(=O)n2[nH]c(N)nc2n1	-1%	-13%	7%	2%	0%	-6%	7%	5%
Cc1c(CNC2CCCC2)c(C(=O)O)c(C)n1Cc1ccccc1	4%	-2%	-3%	1%	-1%	-10%	1%	-4%
CC(=O)c1ccc(N2Cc3ccccc3/C2=N\C(=O)Nc2ccc(Cl)cc2)cc1	6%	-6%	9%	7%	1%	-12%	?	?
Nc1c(C(=O)N2CCOCC2)sc2nc(N3CCOCC3)c3c(c12)CCCC3	5%	-5%	-3%	4%	-4%	-14%	?	1%
CCOC(=O)c1ccccc1NC(=O)COC(=O)C1=COCCO1	-2%	-2%	0%	-6%	0%	-1%	-3%	-4%
CCS(=O)(=O)N1N=C(c2ccc(NS(C)(=O)=O)cc2)CC1c1ccccc1 (centres undefined)	21%	-22%	254%[activator]	7%	13%	0%	?	-2%
COc1ccc(C2=NC(CO)(CO)CO2)cc1	0%	i	2%	10%	-2%	-1%	3%	4%
